IL1B secr inh: blocks inflammasome-driven IL-1 beta release | 4.7% of 360,000 active | activity change, % at 57.5 µM | THP-1 LPS/ATP IL-1B secretion, AlphaLISA, 16 h; stronger effect = lower value; in the data active means activity change below about -50%; inconclusive means mostly about -30% to -49%; further: on the % scale 0 is the no-effect control and ±100 the full control effect
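Secreted IL-1B measured by AlphaLISA bead assay after 16 h compound exposure of THP-1 cells; compounds (final up to 57.5 uM) added 1 h before LPS (250 ng/mL) and ATP (1.25 mM) stimulation; lower signal means less secretion.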
KB-V1 cytotox: kills drug-selected multidrug resistant KB-V1 cells. KB-V1 MDR cells viability, CellTiter-Glo, 72 h. Potency, µM (series often up to 46.1 µM), inactives show top-dose activity change, negative = cytotoxicity, actives largely listed as cytotoxic. 3.4% of 400,000 active. AID 1347076; further: potency means the concentration at half of the fitted maximal effect; on the % scale 0 is the no-effect control and ±100 the full control effect; nearly all actives have a fitted effect of over 60% in size
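Cells of the MDR subline KB-V1 are plated, dosed with compound at multiple concentrations, and incubated 72 h at 37 degrees C; CellTiter-Glo is then added and luminescence read after 10 min.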
KB-3-1 tox: kills parental KB-3-1 adenocarcinoma cells. AID 1347075. KB-3-1 viability, CellTiter-Glo ATP luminescence, 72 h. 1.4% of 400,000 active. Potency, µM (titrated, usually from 46.1 µM), for the others: at the highest dose activity change, negative = cytotoxic, most hits filed as cytotoxic; further: potency means the concentration at half of the fitted maximal effect; on the % scale 0 is the no-effect control and ±100 the full control effect; nearly all actives have a fitted effect of over 60% in size
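Here the drug-naive KB-3-1 line serves as comparator for MDR sub-line selectivity; cells received compound titrations, 72 h at 37 °C, then CellTiter-Glo readout.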
SW480 rerep: induces DNA re-replication in SW480 colon adenocarcinoma cells. AID 624297. SW480 DNA re-replication, Hoechst DNA content imaging, 48 h. Potency, µM (series often up to 46.1 µM), without a hit: at the top dose re-replication activation, usual class: activators. 1.8% of 340,000 active; further: potency means the concentration at half of the fitted maximal effect; % of control where 0% means no effect; nearly all actives have a fitted effect of over 55% in size
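Hoechst fluorescence of nuclei (405 nm excitation, 500-530 nm emission) measured by plate-scanning imager after 48 hr compound exposure at 37 C; re-replication scored as increased number of nuclei with elevated intensity.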
MCF10A rerep: inducers of DNA re-replication in MCF 10A breast cells; MCF 10A DNA re-replication, Hoechst nuclear intensity, 48 h; Potency, µM (highest dose often 46.1 µM), inactives show top-dose activity, positive = re-replication, usual class: activators; 2.9% of 350,000 active; further: potency means the concentration at half of the fitted maximal effect; % of control where 0% means no effect; nearly all actives have a fitted effect of over 50% in size
HT1080 IDH1KD tx: HT-1080 IDH1 knockdown cell toxicity (counter line) | HT-1080 IDH1 knockdown viability, ATP luminescence, 48 h | Potency, µM (doses to about 46.1 µM), for inactives: at the top dose activity, negative = toxicity, actives largely listed as cytotoxic | 2% of 360,000 active;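 further: potency means the concentration at half of the fitted maximal effect; 0% = DMSO wells and -100% = cell-free medium wells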
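Viability of IDH1-knockdown HT-1080 fibrosarcoma cells was assessed by CellTiter-Glo after 48 h at 37 °C with titrated compound; concentration-effect curves were classified by fit quality and response size.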
ATXN2 expr inh: reduces ATXN2 reporter expression in HEK-293 cells | HEK-293 ATXN2-luciferase reporter, luminescence, 24 h | Potency, µM (series often up to 57 µM), inactives show at the top dose activity change, negative = inhibition, usual class: inhibitors | 0.72% of 360,000 active; further: potency means the concentration at half of the fitted maximal effect; on the % scale 0 is the no-effect control and ±100 the full control effect; nearly all actives have a fitted effect of over 55% in size
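qHTS (up to 57 uM final) was run with 24 h compound exposure of reporter cells at 37 °C. Each well was multiplexed: SteadyGlo luminescence measured ATXN2-luciferase expression after a fluorogenic Gly-Phe-AFC viability readout (25 uM final).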
WRN helicase inh: inhibitors of human WRN helicase. Q14191. WRN helicase unwinding, fluorescent forked duplex, kinetic. Potency, µM (highest dose often 114 µM), without a hit: at the top dose activity change, negative = inhibition, usual class: inhibitors. 0.46% of 360,000 active. AID 651768; further: potency means the concentration at half of the fitted maximal effect; on the % scale 0 is the no-effect control and ±100 the full control effect; nearly all actives have a fitted effect of over 55% in size
Target sequence (Q14191 whole entry, looked up): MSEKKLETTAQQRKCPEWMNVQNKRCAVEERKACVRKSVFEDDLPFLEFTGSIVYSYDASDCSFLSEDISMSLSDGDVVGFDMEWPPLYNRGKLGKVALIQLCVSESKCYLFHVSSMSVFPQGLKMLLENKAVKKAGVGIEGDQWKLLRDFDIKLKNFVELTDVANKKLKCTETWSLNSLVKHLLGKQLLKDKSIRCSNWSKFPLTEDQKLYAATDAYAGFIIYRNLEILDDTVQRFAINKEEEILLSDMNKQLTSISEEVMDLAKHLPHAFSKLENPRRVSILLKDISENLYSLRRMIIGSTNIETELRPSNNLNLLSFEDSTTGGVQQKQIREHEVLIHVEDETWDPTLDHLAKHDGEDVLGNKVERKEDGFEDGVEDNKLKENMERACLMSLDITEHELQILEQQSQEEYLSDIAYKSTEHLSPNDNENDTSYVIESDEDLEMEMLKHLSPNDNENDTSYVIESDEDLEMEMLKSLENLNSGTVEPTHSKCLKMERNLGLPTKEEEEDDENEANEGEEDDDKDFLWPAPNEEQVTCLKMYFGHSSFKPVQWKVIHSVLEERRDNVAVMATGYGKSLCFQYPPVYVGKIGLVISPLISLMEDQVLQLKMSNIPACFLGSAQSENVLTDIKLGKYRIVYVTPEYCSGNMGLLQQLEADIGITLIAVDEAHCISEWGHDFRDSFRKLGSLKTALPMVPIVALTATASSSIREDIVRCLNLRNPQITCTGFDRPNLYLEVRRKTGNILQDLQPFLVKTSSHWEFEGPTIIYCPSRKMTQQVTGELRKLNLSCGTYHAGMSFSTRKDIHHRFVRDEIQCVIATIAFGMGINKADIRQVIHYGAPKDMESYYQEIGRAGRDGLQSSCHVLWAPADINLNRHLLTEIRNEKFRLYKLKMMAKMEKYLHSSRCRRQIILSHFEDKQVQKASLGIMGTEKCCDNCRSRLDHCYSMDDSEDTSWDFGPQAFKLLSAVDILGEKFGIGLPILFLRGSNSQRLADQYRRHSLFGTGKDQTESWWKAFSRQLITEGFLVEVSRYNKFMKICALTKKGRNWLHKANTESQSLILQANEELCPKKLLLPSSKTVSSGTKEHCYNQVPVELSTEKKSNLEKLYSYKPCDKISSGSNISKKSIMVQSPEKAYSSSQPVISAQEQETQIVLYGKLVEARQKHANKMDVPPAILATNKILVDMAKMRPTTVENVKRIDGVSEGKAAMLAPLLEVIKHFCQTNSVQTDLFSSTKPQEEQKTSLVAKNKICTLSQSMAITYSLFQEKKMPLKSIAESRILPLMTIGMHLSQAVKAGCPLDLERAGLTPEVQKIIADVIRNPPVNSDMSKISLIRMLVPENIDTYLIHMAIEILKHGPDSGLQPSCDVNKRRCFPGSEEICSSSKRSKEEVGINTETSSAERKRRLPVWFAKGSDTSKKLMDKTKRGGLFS
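Fluorescence dequenching readout, ex 525 nm/em 598 nm, kinetic mode: forked duplex DNA (100 nM final) with adjacent fluorophore and quencher unwound by WRN (20 nM final) with 2 mM ATP. Compound preincubation 15 min, room temperature.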
HT1080-NT tox: kills 2HG-producing HT-1080-NT fibrosarcoma cells; HT-1080-NT fibrosarcoma viability, CellTiter-Glo ATP luminescence, 48 h; Potency, µM (titrated, usually from 46.1 µM), for inactives: at the highest dose activity, negative = less viability, hits mostly cytotoxic; 1.6% of 360,000 active;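 further: NT is the 2HG producing partner of a matched IDH1 knockdown line; potency means the concentration at half of the fitted maximal effect; 0% = DMSO-treated cells and -100% = media-only wells without cells; nearly all actives have a fitted effect of over 55% in size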
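A 48-hour cytotoxicity screen used HT-1080-NT cells plated 2 hours before compound delivery. ATP-based CellTiter-Glo luminescence measured viability, normalized to DMSO and no-cell controls.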
Numbers without * were called inactive; ? = inconclusive; · = not tested or not shown; [ ] = dose if it differs, or a comment. Unless noted, the call rests on the fitted dose curve; in most records, active means well fitted curve in the direction sought with a large enough effect; inconclusive means small, poorly fitted or top-dose-only effect, or another doubt; inactive means no such curve, though single readings can be large; an effect the other way counts as inactive or inconclusive. Only part of the results is shown; the hit share may differ from the screen's.

SMILES | IL1B secr inh | KB-V1 cytotox | KB-3-1 tox | SW480 rerep | MCF10A rerep | HT1080 IDH1KD tx | ATXN2 expr inh | WRN helicase inh | HT1080-NT tox
Nc1ccc(Br)cc1C(=O)c1ccccc1 | 42 | -3% | -14% | 0% | -4% | 3% | 19% | -1% | 1%
O=C(O)C1(c2ccc(Cl)cc2)CCC1 | 4 | -1% | 6% | -1% | 0% | 19% | 2% | 4% | 15%
C#CCOC(=O)C1=CCCN(C)C1 | -4 | 7% | -3% | 11% | -45%[inhibitor] | 1% | 26% | 0% | 0%
CN(C)c1ccc(C2C3C=CC(C3)C2(C#N)C(=O)O)c(Br)c1 (stereo unspecified) | -16 | 19% | 17% | -10% | -3% | 4% | -13% | 5% | 13%
COc1ccc(N2C(=O)CS(=O)C(c3ccccc3)C2=O)cc1 (stereo unspecified) | 20 | ? | -26% | 14% | ? | 18% | 36% | -3% | 10%
O=C(CSc1nc(-c2ccccc2)c(-c2ccccc2)[nH]1)Nc1nccs1 | -30 | 11% | 9% | 13% | ? | ? | ? | -21% | ?
COC(=O)C1=C(c2cccc(C#N)c2)C[C@@H]2CC[C@H]1N2C(=O)NCc1cccc2ccccc12 | -18 | 1% | 8% | 12%[9.22 µM] | 8% | -9% | -6% | -2% | 2%
CC(=O)N1CC(=O)Nc2ccc(Br)cc2C1c1ccc(F)cc1 (stereo unspecified) | 13 | -6% | 5% | -23% | 4% | -10% | -8% | 0% | -1%
COc1ccc(-n2nnnc2C(CCSC)N2CCC(n3c(=O)[nH]c4ccccc43)CC2)cc1 (stereo unspecified) | -27 | 0% | 0% | · | · | ? | ? | -1% | ?
CCOC(=O)[C@]12Cc3c(cc(OC)c(OC)c3OC)[C@H]1N(C(C)C)C(=O)c1cc(OC)ccc12 | -113* | 2.6µM* | 4.1µM* | · | · | 18µM* | 18µM* | 7% | 15µM*
CC(C)C1(C)N=C(c2ncccc2C(=O)O)NC1=O (stereo unspecified) | 0 | -2% | -9% | -28% | -1% | 11% | -4% | -2% | 0%
Nc1ccccc1Cl | -8 | 15% | 0% | -13% | 8% | 7% | -7% | 0% | -6%
CCOC(=O)C/C(C)=N/NC(=O)COc1ccccc1C | 12 | 0% | 2% | 1% | ? | 9% | -1% | 6% | 10%
COC(=O)CC(=O)c1ccc2c(c1)OCO2 | -4 | -3% | 7% | -4% | -5% | 15% | -1% | -2% | 14%
O=C1NC(=S)SC1=Cc1ccc(N(CCCl)CCCl)cc1 | -19 | -9% | -3% | ? | ? | -5% | -4% | -17% | -21%
CN(c1ccc(OCC(=O)N2CCN(C/C=C/c3ccccc3)CC2)cc1)S(=O)(=O)c1cccs1 | -5 | -29% | ? | ? | ? | -23% | ? | -9% | -26%
COc1ccc(N2C(=O)/C(=C/C=C/c3ccccc3[N+](=O)[O-])C(=O)NC2=S)cc1 | -102* | -13% | -15% | 3% | ? | -13% | 2%[11.3 µM] | 25µM* | -6%
CCOC(C(=O)OCCCN(CC)CC)(c1ccccc1)c1ccccc1 | ? | -17% | 0% | 28% | ? | -13% | -13% | 1% | -13%
COC(=O)C1=C(c2ccc(F)cc2F)C[C@@H]2CC[C@H]1N2C(=O)N1CCC(O)CC1 | 30 | -2% | 0% | -11% | -14% | 11% | 3% | 2% | 7%
CC[C@H]1CN2CCC1C[C@@H]2[C@@H](O)c1ccnc2ccc(OC)cc12 (stereo partly specified) | 2 | -13% | -8% | 4% | ? | -21% | -7% | -16% | -6%

One compound at a time, from the list above. Screens in order: IL1B secr inh	KB-V1 cytotox	KB-3-1 tox	SW480 rerep	MCF10A rerep	HT1080 IDH1KD tx	ATXN2 expr inh	WRN helicase inh	HT1080-NT tox
COc1ccc(N2C(=O)/C(=C/C=C/c3ccccc3[N+](=O)[O-])C(=O)NC2=S)cc1 as listed: -102*	-13%	-15%	3%	?	-13%	2%[11.3 µM]	25µM*	-6%
CCOC(=O)C/C(C)=N/NC(=O)COc1ccccc1C as listed: 12	0%	2%	1%	?	9%	-1%	6%	10%
CC(C)C1(C)N=C(c2ncccc2C(=O)O)NC1=O (stereo unspecified) as listed: 0	-2%	-9%	-28%	-1%	11%	-4%	-2%	0%
CCOC(=O)[C@]12Cc3c(cc(OC)c(OC)c3OC)[C@H]1N(C(C)C)C(=O)c1cc(OC)ccc12 as listed: -113*	2.6µM*	4.1µM*	·	·	18µM*	18µM*	7%	15µM*
COc1ccc(-n2nnnc2C(CCSC)N2CCC(n3c(=O)[nH]c4ccccc43)CC2)cc1 (stereo unspecified) as listed: -27	0%	0%	·	·	?	?	-1%	?

Other results
SMILES | IL1B secr inh | KB-V1 cytotox | KB-3-1 tox | SW480 rerep | MCF10A rerep | HT1080 IDH1KD tx | ATXN2 expr inh | WRN helicase inh | HT1080-NT tox
CN1CCN(c2ccccc2N)CC1 | 0 | 13% | -5% | -6% | ? | 3% | -8% | -4% | 6%
CCOC(=O)[C@]12Cc3ccccc3[C@H]1N(C1CCCCC1)C(=O)c1cc(OC)ccc12 | · | ? | 4.6µM* | · | · | 3.3µM* | 7.9µM* | -1% | 5.8µM*
CN1CCN(C(=O)COc2ccc3ccccc3c2)CC1 | 16 | 7% | 1% | 25% | -1% | 0% | 16% | 10%[57.1 µM] | 2%
O=c1c2ccccc2nc(SCc2nc3ccccc3s2)n1Cc1ccco1 | 17 | ? | -1% | 7% | ? | ? | -13% | -6% | -7%
CS(=O)(=O)CCN1CC2CCCC(C2)C1 | -8 | ? | -9% | -2% | 1% | 17% | 2% | 4% | 6%
O=C1NC(=O)N(c2ccccc2)C(=O)/C1=C/c1ccc([N+](=O)[O-])s1 | -12 | 0% | 6% | ? | ? | -25% | -20% | 28µM* | -11%
CCCCn1c(O)c(C=NCCN2CCCCC2)c(=O)[nH]c1=O | 24 | ? | -8% | -7% | 2% | 12% | 2% | 1% | 6%
Cc1cc(C)n(-c2ccc(NN=C(C#N)C#N)cc2)n1 | -13 | 6% | -12% | 113% | ? | ? | · | -11% | 9%
O=C(CN1CCN(CC(=O)Nc2ccc(OCc3ccccc3)cc2)CC1)Nc1ccc(F)cc1 | -27 | 3.7µM* | 4% | 13% | 28% | ? | -5% | 1% | ?
COc1ccc(CNCCc2ccc3c(c2)OCO3)cc1Br | 0 | 0% | 1% | 0% | -6% | -6% | · | -2% | -7%
N#CCCn1cc(C(=O)Nc2ccccc2Br)c(-c2ccc([N+](=O)[O-])cc2)n1 | 19 | -16% | 8% | 2% | -2% | -20% | -22% | -1% | -13%
Cc1c(Cl)cccc1N1C(=O)NC(=O)/C(=C\c2cc(C)n(-c3cccc(C(=O)O)c3C)c2C)C1=O | -9 | -10% | 3% | ? | 25% | -5% | -1% | -5%[11.6 µM] | -5%
C[C@]12CCC3C(C(=O)C[C@H]4C[C@@H](O)CC[C@]34C)C1CCC2=O (stereo partly specified) | 6 | -16% | -7% | -5% | 1% | 12% | 2% | -4% | -4%
CCOC(=O)C1(CCc2ccccc2)CCN(Cc2ccc(NC(C)=O)cc2)CC1 | -6 | -26% | 4% | 13% | 16% | -4% | · | 3% | -2%
O=P(O)(O)Cc1c(Cl)cccc1Cl | 22 | 0% | 9% | -700%[inhibitor] | -1% | ? | -8% | 2% | 21%
COC(=O)N(c1ccccc1)P1(=S)OCCO1 | -16 | 0% | 2% | -1% | 1% | 12% | 44%[activator] | -4% | 12%
CC(=O)C1CCC2C3C(N4CC4)CC4=CC(=O)CCC4(C)C3CCC12C (stereo unspecified) | -2 | ? | ? | 21% | 19% | -2% | ? | -2% | 5%
CCCCN1C(=O)/C(=C/c2ccc(N(C)C)cc2)C(=O)N(Cc2ccco2)C1=O | ? | 2% | -17% | -5% | 8% | 3% | 33% | 28µM* | -4%
Cc1cccc(C)c1-n1nnnc1C(C1CC1)N1CCC(n2c(=O)[nH]c3ccccc32)CC1 (stereo unspecified) | -11 | ? | -18% | · | · | 5% | 10% | -8% | 7%
CN1CCN(c2cn[nH]c(=O)c2Cl)CC1 | 19 | ? | -2% | 4% | 5% | 1% | -6% | 1% | -1%
COc1ccc(NC(c2ccccc2)P(=O)(Oc2ccccc2)Oc2ccccc2)cc1 (stereo unspecified) | -3 | 28% | 2% | -3% | 4% | -12% | · | 6% | -2%
COC(=O)C1=C(c2ccc(OC(F)(F)F)cc2)C[C@@H]2CC[C@H]1N2C(=O)NCCOc1ccccc1 | ? | ? | ? | 14% | ? | -20% | -23% | -5% | -18%
Cc1cc(C)cc(-n2c(C)cc(/C=C3\C(=O)NC(=O)N(C)C3=O)c2C)c1 | 0 | 31% | -2% | 0% | -4% | 14% | -1% | -27% | 12%
CCOC(=O)C1=Nc2ccccc2/C1=C\c1c(O)n(C)c(=O)n(C)c1=O | -4 | -15% | -17% | ? | ? | -18% | -31% | -11% | -6%
Cc1ccsc1C(=O)C1CCCN(Cc2cccc(OCCO)c2)C1 (stereo unspecified) | 27 | 7% | 15% | -6% | 0% | -1% | -11% | -4% | -1%
CC(=NCc1ccco1)c1c(O)n(C)c(=O)n(C)c1=O | -11 | 9% | -5% | 2% | 0% | -22% | -10% | -3% | -3%
Cc1cc(/C=C2\C(=O)NC(=O)N(c3ccc(F)cc3)C2=O)c(C)n1-c1cccc(C(=O)O)c1 | 3 | 1% | 0% | -12% | -2% | 6% | 19% | -11%[11.6 µM] | 3%
O=C(Cn1cc(C(=O)c2ccccc2)c2ccccc21)NCc1ccco1 | -23 | ? | ? | ? | ? | ? | 0% | 0% | ?
CCN(CC)C(=O)c1ccc(NC(=O)c2ccc(-n3cncn3)c([N+](=O)[O-])c2)cc1 | -5 | 4% | -6% | -1% | 5% | 17% | 8% | -6% | 6%
